Assay outcomes: PubChem BioAssay, several laboratories
Mtb BioA inh: blocks M. tuberculosis BioA enzyme activity; purified M. tuberculosis BioA enzyme, plate reader; inhibition, % at 9.99 µM; 360,000 tested, 0.096% active; AID 602481; in the data active = inhibition above about 40%; inconclusive = no clear call, values can overlap the other calls
GDH-TPI counter: GDH-TPI coupled enzyme inhibition counter-screen; GDH-TPI coupled enzyme counterscreen, NADH absorbance; inhibition, % at 4.8 µM; 360,000 tested, 1.2% active; in the data active = inhibition above about 30%;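 note: 0% = DMSO wells and 100% = wells lacking the enzyme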
BoNT A protease: BoNT A light chain protease inhibition. multiplex microsphere protease substrate cleavage, flow cytometry. AID 588499. 360,000 tested, 0.17% active. inhibition, % at 10 µM; note: plate controls were buffer without enzyme for full effect and enzyme alone for no effect
FBA Mtb inh: Mtb fructose-bisphosphate aldolase inhibition. P9WQA3. purified M. tuberculosis FBA, fluorescence read-out. inhibition, % at 1 µM. 360,000 tested, 2.3% active. AID 588726; in the data active = inhibition above about 27%;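 note: 0% = vehicle and 100% = reference inhibitor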
Target sequence (P9WQA3 whole entry, looked up): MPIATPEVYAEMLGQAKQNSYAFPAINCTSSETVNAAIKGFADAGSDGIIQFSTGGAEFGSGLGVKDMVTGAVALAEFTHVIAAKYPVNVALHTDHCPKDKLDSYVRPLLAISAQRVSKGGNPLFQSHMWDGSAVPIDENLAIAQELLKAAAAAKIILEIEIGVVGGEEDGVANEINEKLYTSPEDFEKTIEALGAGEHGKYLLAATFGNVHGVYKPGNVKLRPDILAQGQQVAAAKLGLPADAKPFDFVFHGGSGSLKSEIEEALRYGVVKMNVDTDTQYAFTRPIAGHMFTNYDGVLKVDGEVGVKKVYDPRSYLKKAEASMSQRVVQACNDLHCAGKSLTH
UGM FP inh: Mtb UDP-galactopyranose mutase inhibition | P9WIQ1 | purified UGM, fluorescence polarization probe displacement | inhibition, % at 10 µM | 320,000 tested, 0.06% active | AID 504406; in the data active = inhibition above about 10%, passing the limit was not always enough; inconclusive = no clear call, values can overlap the other calls
FadD28 binding: M. tuberculosis FadD28 bisubstrate binding inhibition; FadD28 bisubstrate probe binding, fluorescence polarization; inhibition, % at 12.5 µM; 360,000 tested, 0.22% active; in the data active = inhibition above about 8.5%, passing the limit was not always enough; inconclusive = no clear call, values can overlap the other calls
PfHsp40 rescue: rescue of PfHsp40-mediated yeast toxicity. S. cerevisiae expressing PfHsp40, growth rescue, ATP luminescence. growth rescue, % at 12.5 µM. 340,000 tested, 0.68% active; in the data active = growth rescue above about 28%, passing the limit was not always enough; inconclusive = no clear call, values can overlap the other calls;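 note: yeast W303a lacking pdr1 and pdr3 grown in galactose medium; growth measured after three days at 30 °C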
BoNT F protease: blocks Botulinum neurotoxin F light chain protease. inhibition, % at 10 µM. 360,000 tested, 0.22% active. Multiplex microsphere protease cleavage assay, flow cytometry. AID 588497; in the data active = inhibition above about 35%, passing the limit was not always enough; inconclusive = no clear call, values can overlap the other calls; note: plate controls were buffer without enzyme for full effect and enzyme alone for no effect
Anthrax LF prot: anthrax lethal factor protease inhibition; inhibition, % at 10 µM; 360,000 tested, 0.12% active; P15917; multiplex microsphere protease cleavage assay, LF; note: plate controls were buffer without enzyme for full effect and enzyme alone for no effect
Target sequence (P15917 whole entry, looked up): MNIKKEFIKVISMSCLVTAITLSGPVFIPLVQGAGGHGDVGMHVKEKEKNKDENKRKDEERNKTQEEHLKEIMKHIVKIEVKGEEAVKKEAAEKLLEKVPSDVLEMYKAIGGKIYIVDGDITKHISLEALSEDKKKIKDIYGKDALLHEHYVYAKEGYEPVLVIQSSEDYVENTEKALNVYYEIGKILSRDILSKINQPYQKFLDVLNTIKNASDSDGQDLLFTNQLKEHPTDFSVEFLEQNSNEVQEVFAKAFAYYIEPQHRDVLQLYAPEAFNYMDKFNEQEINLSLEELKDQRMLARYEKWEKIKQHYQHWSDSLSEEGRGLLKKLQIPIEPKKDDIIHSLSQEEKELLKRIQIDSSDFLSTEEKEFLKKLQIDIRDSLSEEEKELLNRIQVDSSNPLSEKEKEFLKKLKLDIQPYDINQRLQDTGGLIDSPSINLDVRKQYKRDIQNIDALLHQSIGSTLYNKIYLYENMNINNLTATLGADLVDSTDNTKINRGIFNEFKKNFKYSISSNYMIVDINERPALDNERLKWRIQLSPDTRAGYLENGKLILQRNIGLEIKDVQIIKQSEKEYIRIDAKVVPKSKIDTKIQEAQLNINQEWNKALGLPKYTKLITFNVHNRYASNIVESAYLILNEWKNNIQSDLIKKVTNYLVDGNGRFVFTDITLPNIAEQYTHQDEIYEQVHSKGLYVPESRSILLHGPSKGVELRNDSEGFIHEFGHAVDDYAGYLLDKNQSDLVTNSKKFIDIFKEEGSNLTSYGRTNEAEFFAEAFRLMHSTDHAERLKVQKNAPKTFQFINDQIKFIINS
Starred values were filed as active, the others as inactive; u = inconclusive; x = no result given; + = active, no number; & = joins results of further samples. Cut-off read from the data, not from the text of the source, unless noted: active = inhibition above about 30%; inconclusive = no clear call, values can overlap the other calls; inactive = below that.

no. | Structure | Mtb BioA inh | GDH-TPI counter | BoNT A protease | FBA Mtb inh | UGM FP inh
1 | COc1ccccc1CN(C)CC(=O)Nc1ccc(Cl)cc1F | x | -1 | -0.4 | 3 | 1.5
2 | Cc1nc(-c2cc(C#N)c(Sc3ccc(Cl)cc3Cl)nc2C)cs1 | x | 4 | u | -2 | 2.8
3 | O=C(N1CCOCC1)N1CCN(CC(O)COc2ccc3ccccc3c2)CC1 (configuration not stated) | 0.2 | 8 | 0.9 | 2 | -1.4
4 | O=C(CN1C(=O)CC(c2ccco2)Sc2ccccc21)Nc1ccccc1F (configuration not stated) | -1.5 | 2 | -0.1 | 3 | 3.0
5 | COC(=O)c1ccccc1NC(=O)COC(=O)[C@H](C)NC(N)=O | -1.3 | 6 | -0.8 | 2 | -0.1
6 | O=C(COc1ccc2c3c(c(=O)oc2c1)CCC3)Nc1ccccn1 | -1.2 | 7 | -0.3 | 1 | -1.0
7 | O=C(CCn1ccc2cc(S(=O)(=O)N3CCCC3)ccc21)NCc1ccccc1F | 2.1 | 13 | 2.0 | 1 | 1.2
8 | Cc1cccc(Nc2c([N+](=O)[O-])ccc3nonc23)c1C | -0.7 | -1 | -2.8 | 2 | x
9 | COc1ccc(NC(=O)c2ccccn2)cc1S(=O)(=O)N1CCOCC1 | x | -4 | 0.8 | 3 | 1.8
10 | Cc1ccc(S(=O)(=O)N2CCN(C(=O)C(C)Cn3cncn3)CC2)cc1C (configuration not stated) | -0.1 | 10 | 0.0 | 0 | 4.9
11 | COc1cccc(C(C(=O)NC(C)(C)C)N(Cc2ccc(F)cc2)C(=O)CCC(=O)Nc2cc(C)on2)c1OC (configuration not stated) | -2.9 | -8 | -0.9 | -4 | 0.8
12 | CCCCCNC(=O)c1ccc2c(=O)n(CCOC)c(=O)[nH]c2c1 | x | -2 | 0.0 | 10 | 2.6

no. | FadD28 binding | PfHsp40 rescue | BoNT F protease | Anthrax LF prot
1 | -5.9 | -1.6 | -1 | 3
2 | 0.5 | 0.6 | x | -16
3 | -1.2 | 1.3 | 11 | 0
4 | -6.8 | -0.6 | -1 | -1
5 | -4.2 | -0.2 | -4 | -6
6 | 0.3 | -2.1 | -1 | 0
7 | -2.9 | -1.6 | 4 | 2
8 | 2.4 | 0.2 | 17 | -3
9 | -1.9 | -0.2 | 1 | 7
10 | 0.3 | -1.1 | 9 | -11
11 | -0.4 | 0.8 | 1 | 1
12 | -4.2 | -0.7 | 12 | -2

no. | Structure | Mtb BioA inh | GDH-TPI counter | BoNT A protease | FBA Mtb inh | UGM FP inh
13 | COCC(O)CSc1c([N+](=O)[O-])nc(C)n1Cc1ccc(OC)c([N+](=O)[O-])c1 (configuration not stated) | 10 | 9 | -0.7 | 1 | 1.2
14 | Cn1c(=O)c2ccccc2n2c(CCl)nnc12 | -0.1 | 4 | -0.5 | 8 | 1.6
15 | O=C(O)CCC(=NNC(=O)c1cccc(S(=O)(=O)N2CCCCC2)c1)c1ccccc1 | -2.2 | 2 | 4.4 | -2 | 1.1
16 | Cc1cccc(N(Cc2ccccc2)C(=O)c2cc(S(=O)(=O)N3CCOCC3)ccc2F)c1 | -0.2 | 10 | x | 3 | 2.8
17 | Cc1ccc(NC(=O)c2cc(S(=O)(=O)N3CCOCC3)cn2C)cc1F | 1.5 | 3 | -0.7 | 5 | 2.5
18 | COc1ccc(S(=O)(=O)N2CCN(C)CC2)cc1C(=O)Nc1ccccc1 | 2.0 | 0 | -0.9 | 1 | 0.7
19 | CN(C)C(=O)COn1c(SCC(=O)N(C)C)nc2ccccc2c1=O | 2.5 | -12 | 0.4 | -2 | -2.1
20 | COc1cc(NC(=O)C2(C)CCN2C(=O)C(C)C)cc(OC)c1OC (configuration not stated) | -1.3 | 0 | 0.2 | -3 | x
21 | CN1CCN(Cc2nc3ccccc3c(=O)n2Cc2nc(-c3ccc4ccccc4c3)cs2)CC1 | x | -6&1 | 0.1&0.9 | -2&0 | -1.0
22 | COc1cccc(N2CCN(CC(=O)c3c(C)[nH]c4ccccc34)CC2)c1 | 2.1 | 1 | 0.1 | -6 | 0.9
23 | CCCN(CCC)S(=O)(=O)c1ccc(C(=O)N2CC3CCC(CC3)C2)cc1 | -1.7 | 6 | -1.5 | 0 | 1.9
24 | NNC(=O)CN1CCCc2ccccc21 | x | -3 | -0.7 | -1 | -1.1

no. | FadD28 binding | PfHsp40 rescue | BoNT F protease | Anthrax LF prot
13 | -0.1 | -2.5 | -9 | -6
14 | -0.5 | 1.4 | -2 | -2
15 | 0.0 | -0.9 | 6 | -5
16 | -2.5 | -0.7 | x | x
17 | 0.2 | -0.6 | -2 | -7
18 | 0.4 | -1.1 | -15 | -5
19 | -2.5 | 0.5 | -1 | -4
20 | -0.5 | x | -1 | -1
21 | -6.0&-0.9 | -0.9&0.7 | -20&-1 | -10&0
22 | -2.7 | -0.4 | -4 | -3
23 | -3.6 | -0.3 | -7 | 4
24 | -0.1 | 11 | -2 | -5

no. | Structure | Mtb BioA inh | GDH-TPI counter | BoNT A protease | FBA Mtb inh | UGM FP inh
25 | CC(=O)[C@@H]1[C@@H](C(=O)c2ccccc2)[C@]2(C(=O)Nc3ccccc32)[C@H]2C=Cc3cc(F)ccc3N12 | x | 7 | 4.4 | -4 | 0.4
26 | CC(C(=O)OCC(=O)c1cccc([N+](=O)[O-])c1)N1C(=O)C2C3CCC(C3)C2C1=O (configuration not stated) | x | 0 | 0.4 | 2 | 0.6
27 | CSc1ncccc1C(=O)OCC(=O)NC1CCC(C)CC1 (configuration not stated) | 1.3 | 2 | 0.5 | -3 | -1.4
28 | Cc1cc(N2C(=O)C(O)=C(C(=O)c3cc4ccccc4o3)C2c2ccc([N+](=O)[O-])cc2)no1 (configuration not stated) | -0.7 | 8 | -4.9 | 1 | -0.2
29 | Cc1ccc(S(=O)(=O)N(CCCN2CCCC2=O)Cc2cc3c(C)ccc(C)c3[nH]c2=O)cc1 | x | 3 | -1.2 | 8 | -0.5
30 | Cn1cccc1Cc1nnc(SCC(=O)Nc2ccccc2F)n1-c1ccc(F)cc1 | -2.8 | 7 | 2.2 | 3 | 1.3
31 | COc1ccccc1-c1c(C#N)c(N)nc2c1CCC2 | x | 8 | 0.2 | 19 | 3.8
32 | O=C(CSc1nc2ccccc2[nH]1)NCc1ccc(F)cc1 | 0.9 | -1 | 0.5 | 1 | -3.5
33 | N#Cc1ccccc1NCc1ccccc1 | x | 9 | -0.5 | 3 | -0.3
34 | COc1ccc(NC(=S)N/C(=N/CS(=O)(=O)c2ccccc2)c2ccccc2)cc1 | 0.1 | 8 | -0.1 | -2 | -2.6
35 | COc1ccccc1NS(=O)(=O)c1cccc(C(=O)N/N=C(\C)c2ccc3c(c2)OCCO3)c1 | 0.0 | 10 | -1.9 | 1 | 2.9
36 | COc1cccc(NC(=O)c2ccc(N3C(=O)C4CC=CCC4C3=O)cc2)c1 (configuration not stated) | -0.2 | 10 | 0.6 | -1 | 7.1

no. | FadD28 binding | PfHsp40 rescue | BoNT F protease | Anthrax LF prot
25 | -0.7 | -1.0 | -9 | 2
26 | -1.8 | -1.5 | -5 | 0
27 | -2.3 | 0.2 | -16 | 1
28 | -12 | -0.1 | -14 | 0
29 | -4.3 | 0.3 | -5 | -5
30 | -2.5 | 0.9 | 23 | 5
31 | 0.2 | 0.3 | -5 | 1
32 | -2.3 | -0.5 | -1 | 1
33 | -3.0 | 0.7 | 1 | -1
34 | -1.2 | -0.2 | -12 | -1
35 | -3.2 | 0.6 | -4 | -1
36 | -3.2 | 0.3 | u | 19

no. | Structure | Mtb BioA inh | GDH-TPI counter | BoNT A protease | FBA Mtb inh | UGM FP inh
37 | C/C(=N\Nc1ccc(S(=O)(=O)N2CCCCC2)cn1)c1ccc(O)cc1 | 1.0 | 34* | 0.2 | 0 | -1.5
38 | O=C(Nc1cccc(F)c1)N1CCCCCC1 | 4.8 | 5 | 3.0 | -1 | -0.7
39 | Cc1c2cnn(CC(=O)N3CCC4(CC3)OCCO4)c(=O)c2c(C)n1Cc1ccccc1Cl | 1.2 | 0 | 3.9 | -2 | -2.4
40 | COc1ccc2c3c(cccc13)OC2=O | x | 6 | 2.9 | 2 | -0.6
41 | CCc1ccc(N(C(=O)Cc2cccs2)C(C(=O)NC2CCCCC2)c2cn(C)nc2C)cc1 (configuration not stated) | -2.0 | 7 | u | -2 | -1.8
42 | Cc1nc(C(F)(F)F)ccc1C(=O)N1CCC1(C)C(=O)NS(=O)(=O)c1ccccc1 (configuration not stated) | -2.0 | 7 | -0.7 | 2 | x
43 | CN(C)c1nc(NN)nc(Nc2ccc(F)cc2)n1 | -0.5 | 4 | -3.2 | -1 | -0.6
44 | O=C(N/N=C/c1ccccc1Cl)c1ccc(F)cc1 | 0.3 | 13 | 0.0 | 1 | -1.5
45 | Cc1ccc(S(=O)(=O)N(C)C)cc1NC(=S)NC12CC3CC(CC(C3)C1)C2 | x | 2 | -0.3 | + | x
46 | CCOC(=O)c1cc(-c2ccccc2)sc1NC(=O)c1ccc(OC)c(OC)c1 | 0.3 | 11 | 6.3 | -1 | -1.5
47 | Cc1cc(NC(=O)CCC(=O)N(CC(=O)NC2CCCC2)c2ccc(Cl)cc2)no1 | 0.7 | -12 | 1.1 | 1 | -0.7
48 | COCCCNC(=O)c1cc(C(=O)c2c(-c3c(Cl)cccc3Cl)noc2C)c[nH]1 | -2.0 | -1 | -0.3 | 1 | -1.3
49 | O=C(CCC1CCCCC1)NCCS(=O)(=O)N1CCN(c2ccccc2F)CC1 | x | 0 | -3.1 | 1 | 0.1
50 | Clc1ccc(CSc2nnc(Cn3cnc4ccccc43)o2)cc1 | 1.5 | 4 | -0.1 | 2 | 3.5
51 | Cc1ccccc1OCCCn1cc(C(=O)C(=O)N2CCOCC2)c2ccccc21 | x | 11 | 0.1 | 152* | -4.1

no. | FadD28 binding | PfHsp40 rescue | BoNT F protease | Anthrax LF prot
37 | x | -0.5 | -5 | 2
38 | -2.5 | -1.0 | 6 | 1
39 | -1.2 | 0.7 | 2 | 0
40 | 0.8 | -1.5 | u | 0
41 | -0.5 | 0.3 | -2 | -1
42 | 1.2 | x | -5 | 2
43 | x | 0.9 | 10 | 8
44 | -0.9 | 0.9 | 2 | -4
45 | 0.7 | -0.2 | -4 | -1
46 | 0.0 | -0.2 | 2 | 3
47 | -5.5 | 0.9 | -1 | -2
48 | -3.8 | 0.2 | 3 | -2
49 | -0.5 | -0.3 | -6 | 2
50 | -2.1 | 1.1 | -7 | -4
51 | 1.4 | 4.0 | 0 | -1

Part of the list above in order of length of the SMILES, descending:
no. | Structure | Mtb BioA inh | GDH-TPI counter | BoNT A protease | FBA Mtb inh | UGM FP inh
39 | Cc1c2cnn(CC(=O)N3CCC4(CC3)OCCO4)c(=O)c2c(C)n1Cc1ccccc1Cl | 1.2 | 0 | 3.9 | -2 | -2.4
48 | COCCCNC(=O)c1cc(C(=O)c2c(-c3c(Cl)cccc3Cl)noc2C)c[nH]1 | -2.0 | -1 | -0.3 | 1 | -1.3
45 | Cc1ccc(S(=O)(=O)N(C)C)cc1NC(=S)NC12CC3CC(CC(C3)C1)C2 | x | 2 | -0.3 | + | x
46 | CCOC(=O)c1cc(-c2ccccc2)sc1NC(=O)c1ccc(OC)c(OC)c1 | 0.3 | 11 | 6.3 | -1 | -1.5
37 | C/C(=N\Nc1ccc(S(=O)(=O)N2CCCCC2)cn1)c1ccc(O)cc1 | 1.0 | 34* | 0.2 | 0 | -1.5
51 | Cc1ccccc1OCCCn1cc(C(=O)C(=O)N2CCOCC2)c2ccccc21 | x | 11 | 0.1 | 152* | -4.1
50 | Clc1ccc(CSc2nnc(Cn3cnc4ccccc43)o2)cc1 | 1.5 | 4 | -0.1 | 2 | 3.5
44 | O=C(N/N=C/c1ccccc1Cl)c1ccc(F)cc1 | 0.3 | 13 | 0.0 | 1 | -1.5
40 | COc1ccc2c3c(cccc13)OC2=O | x | 6 | 2.9 | 2 | -0.6

no. | FadD28 binding | PfHsp40 rescue | BoNT F protease | Anthrax LF prot
39 | -1.2 | 0.7 | 2 | 0
48 | -3.8 | 0.2 | 3 | -2
45 | 0.7 | -0.2 | -4 | -1
46 | 0.0 | -0.2 | 2 | 3
37 | x | -0.5 | -5 | 2
51 | 1.4 | 4.0 | 0 | -1
50 | -2.1 | 1.1 | -7 | -4
44 | -0.9 | 0.9 | 2 | -4
40 | 0.8 | -1.5 | u | 0
